RBX1-CUL1 inh: inhibitors of human ROC1-CUL1 ubiquitin ligase activity; in vitro K48 di-Ub FRET, acceptor:donor ratio, 45 min; inhibition, % at 10 µM; E3 ubiquitin-protein ligase RBX1 (Homo sapiens) + Cullin-1 (Homo sapiens), P62877+Q13616; AID 1347404, 2020; hit rate 0.6% among 140,000; in the data active = inhibition above about 25%
Target sequence (P62877 whole entry, looked up): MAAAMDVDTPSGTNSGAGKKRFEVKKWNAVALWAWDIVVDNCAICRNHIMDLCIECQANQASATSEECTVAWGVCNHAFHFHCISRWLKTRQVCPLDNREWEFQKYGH
Target sequence (Q13616 whole entry, looked up): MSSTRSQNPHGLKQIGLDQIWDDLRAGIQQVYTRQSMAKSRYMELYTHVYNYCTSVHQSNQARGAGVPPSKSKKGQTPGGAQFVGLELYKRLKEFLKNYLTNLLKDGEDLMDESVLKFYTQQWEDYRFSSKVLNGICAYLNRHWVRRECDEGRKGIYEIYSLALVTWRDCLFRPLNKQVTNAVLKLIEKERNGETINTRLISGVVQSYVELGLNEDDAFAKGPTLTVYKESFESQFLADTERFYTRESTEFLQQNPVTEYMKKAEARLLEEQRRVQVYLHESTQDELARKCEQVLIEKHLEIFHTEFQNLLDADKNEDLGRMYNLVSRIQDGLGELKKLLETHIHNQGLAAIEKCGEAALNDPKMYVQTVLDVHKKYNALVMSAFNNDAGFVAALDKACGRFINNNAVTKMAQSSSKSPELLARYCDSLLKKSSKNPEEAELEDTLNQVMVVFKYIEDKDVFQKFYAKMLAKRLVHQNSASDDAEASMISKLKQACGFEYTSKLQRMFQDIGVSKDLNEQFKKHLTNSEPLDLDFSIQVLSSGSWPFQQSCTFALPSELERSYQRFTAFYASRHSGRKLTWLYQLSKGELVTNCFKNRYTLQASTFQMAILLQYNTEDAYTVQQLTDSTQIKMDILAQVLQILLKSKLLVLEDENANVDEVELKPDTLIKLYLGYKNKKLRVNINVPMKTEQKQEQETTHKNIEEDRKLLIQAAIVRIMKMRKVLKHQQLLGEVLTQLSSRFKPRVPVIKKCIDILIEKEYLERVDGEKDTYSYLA
The depositor's hits bear a star.

Start of the listing, in advance:
SMILES	RBX1-CUL1 inh
CCOc1ccc(-c2cc3c(=O)n(CC(=O)Nc4c(C)cccc4C)ccn3n2)cc1	-4.2
Cc1ccc(Cl)cc1NC(=O)c1ccco1	-1.8
Cc1oc(-c2ccc(C(=O)NCc3ccccc3Cl)cc2)nc1CN1CCc2ccccc21	1.1
CCOC(=O)c1cc2c(=O)n3ccccc3nc2n(Cc2ccco2)c1=NC(=O)c1c(F)cccc1Cl	9.6
Cc1csc(-c2ccccc2)cc1=O	6.7
COc1ccc(OC)c(NC(=O)C(C)n2nc(C)c3c(C)n(-c4ccccc4)nc3c2=O)c1 (stereo not given)	0.0

The list itself (from the top)
SMILES	RBX1-CUL1 inh
CCOc1ccc(-c2cc3c(=O)n(CC(=O)Nc4c(C)cccc4C)ccn3n2)cc1	-4.2
Cc1ccc(Cl)cc1NC(=O)c1ccco1	-1.8
Cc1oc(-c2ccc(C(=O)NCc3ccccc3Cl)cc2)nc1CN1CCc2ccccc21	1.1
CCOC(=O)c1cc2c(=O)n3ccccc3nc2n(Cc2ccco2)c1=NC(=O)c1c(F)cccc1Cl	9.6
Cc1csc(-c2ccccc2)cc1=O	6.7
COc1ccc(OC)c(NC(=O)C(C)n2nc(C)c3c(C)n(-c4ccccc4)nc3c2=O)c1 (stereo not given)	0.0
Cc1ccc(-c2nc(CS(=O)(=O)CC(=O)NC(C)CCc3ccccc3)c(C)o2)cc1 (stereo not given)	2.0
Nc1c(C(=O)c2ccccc2)sc2nc(C(F)(F)F)c3c(c12)CCCC3	9.2
CC1=CC(C)(C)N(C(=O)COc2nc3ccccc3s2)c2ccc(C(c3ccccc3)(c3ccccc3)c3ccccc3)cc21	-3.9
COc1cccc(NC(=O)C(Cc2ccccc2)NS(=O)(=O)c2ccc3c(c2)oc(=O)n3C)c1 (stereo not given)	-2.1
CCCCN(CC)CCCNC(=O)Cn1ncc2c3ccccc3n(Cc3ccc(F)cc3)c2c1=O	1.8
Cc1cc(C(F)(F)F)nn1CC(=O)N1CCCc2ccccc21	8.0
CCOC(=O)CC(NC(=O)Cn1nnc(-c2ccc(C(F)(F)F)cc2)n1)c1ccc(OC)cc1 (stereo not given)	2.3
CC1CCCN(S(=O)(=O)c2ccc(NC(=O)C3CC3C)cc2)C1 (stereo not given)	15.9
Cc1ccc(-c2nc3c(c(SCC(=O)Nc4cccc(C(=O)O)c4)n2)Cc2cccc(C)c2O3)cc1	31.5*
Cc1ccc(-c2nnc(Nc3ccc(Cl)cc3)c3ccccc23)cc1S(=O)(=O)NCC1CCCO1 (stereo not given)	2.3
CCCc1nn2c(=O)cc(COC(=O)c3ccccc3NC(=O)c3ccc(OCC)cc3)nc2s1	3.3
c1ccc(Nc2nnc3ncccn23)cc1	3.0
C=CCn1c(C)nnc1SCc1ccccc1F	-3.9
O[C@H]1[C@H](N2CCN(CCn3cccc3)CC2)c2ccccc2C12CCNCC2	-11.6
O=C1CCC(C(=O)NC2CCCN(CC3CCCCC3)C2)=NN1 (stereo not given)	-4.7
N#CC1C(=N)Oc2n[nH]c(-c3ccc(-c4ccccc4)cc3)c2C1c1ccccc1F (stereo not given)	5.7
CCOC(=O)c1c(-c2ccccc2)oc2ccccc2c1=O	1.2
CC(=O)CSc1nc2sc(C)c(C)c2c(=O)n1C1CCCCC1	-5.6
NCCOB(c1cccs1)c1cccs1	-1.6

Of the compounds above, two contain a furan ring, fused or not.
SMILES	RBX1-CUL1 inh
Cc1ccc(Cl)cc1NC(=O)c1ccco1	-1.8
CCOC(=O)c1cc2c(=O)n3ccccc3nc2n(Cc2ccco2)c1=NC(=O)c1c(F)cccc1Cl	9.6

Next results:
SMILES	RBX1-CUL1 inh
CCOC(=O)C(NC(=O)C1C(C)N1S(=O)(=O)c1ccc(C)cc1)C(=O)OCC (stereo not given)	3.4
Cc1ccccc1S(=O)(=O)Nc1ccccc1Cl	-3.2
O=c1oc2ccccc2cc1-c1nc(-c2ccccc2)no1	-11.8
CCN(CC)S(=O)(=O)c1ccc(Cl)c(C(=O)Oc2ccc(C)cc2-n2nc3ccccc3n2)c1	4.0
OCCC1CN(C2C3CC4CC(C3)CC2C4)CCN1C1CCCC1 (stereo not given)	10.8
CCOC(=O)c1c(-c2ccc(-c3ccccc3)cc2)csc1N	1.4
Cc1ccc(C)c(N2CCN(C(=O)CCC(=O)Nc3ccc4nc(N5CCCCC5)cc(C)c4c3)CC2)c1	-1.0
COc1ccc(/C=C(/C#N)Sc2ccccc2)cc1	1.2
Cc1ccc(NC(=O)CSc2nc(N)c(C#N)c(-c3cccs3)c2C#N)cc1C	-1.8
N#CC1C(=N)C(C#N)(C#N)[C@H](c2cc(Br)cs2)[C@H]2CN(Cc3ccccc3)CC=C12 (stereo not given in full)	1.3
CC(=O)c1ccc(F)c(-c2cc(C)cc3c2OC(CNC(=O)C2CCC2)C3)c1 (stereo not given)	-3.4
Cc1cccc(NC(=S)NC(=O)c2cccs2)c1C	4.6
Cc1nc(CN(C)C(=O)CC2(c3ccccc3F)CC(=O)N(C3CCCCC3)C2=O)cs1 (stereo not given)	-3.1
Cc1ccc(C)n1-c1ccc(C(=O)OCC(=O)c2ccccc2)cc1	6.9
O=C(Cn1c(=O)n(Cc2nc(-c3ccccc3)no2)c(=O)c2ccccc21)Nc1cccc(Cl)c1	-2.0
O=C(Cc1ccc(F)cc1)N/N=C/c1ccncc1	-8.5
O=C(NCc1ccccc1)c1nnc(Cc2cccc(F)c2)o1	-1.6
O=C1C(Cc2ccccc2)=NC(=S)N1C(c1ccccc1)c1ccccc1	1.8
CC(C)(C)Nc1nc(Cl)nc(NCCN2CCOCC2)n1	10.5
CN=C1N=C2NC(=O)C(C)=NC2C(=O)N1 (stereo not given)	4.6
CC(Oc1ccccc1)c1nn2c(Cc3ccccc3)nnc2s1 (stereo not given)	-5.5
CCCC1=C(C(=O)OCC)C(c2ccccc2OC)n2c(s/c(=C/c3ccsc3)c2=O)=N1 (stereo not given)	-10.0
Cc1ccc(N(Cc2ccccc2OC(=O)c2ccccc2)C2NS(=O)(=O)C3CCCCC23)cc1 (stereo not given)	5.2
CCCC(CCC)C(=O)Nc1cccc(-c2nnc(-c3ccc(C)cc3)o2)c1	2.9
Cn1c(Nc2cccc(C(F)(F)F)c2)nc2ccccc21	11.3
More structures:
SMILES	RBX1-CUL1 inh
CCOC(=O)c1c(C)[nH]c(C)c1S(=O)(=O)N1CCCC(C(=O)NCc2ccccc2Cl)C1 (stereo not given)	7.5
O=C(N/N=C\c1ccccc1)c1ccc(Oc2cc([N+](=O)[O-])cc([N+](=O)[O-])c2)cc1	-4.1
Cc1ccc(CNC(=O)C(=O)NCC(c2ccc3c(c2)OCO3)N2CCOCC2)cc1 (stereo not given)	-1.7
CCOc1cc([C@@H]2[C@H]3CN(CC)CC=C3C(C#N)C(=N)C2(C#N)C#N)ccc1OC(C)C (stereo not given in full)	-2.2
OCc1sc2cccc(Cl)c2c1Cl	3.0
O=C1CC(C(=O)O)C(c2ccccc2)O1 (stereo not given)	2.5
Cc1cc(C)cc(OC(C)C(=O)Nc2nc3c(s2)CCCC3)c1 (stereo not given)	1.0
O=C(c1ccc(Br)o1)N1CCN(Cc2cccc(F)c2)CC1	7.5
O=C(C1CCN(c2nc(-c3ccccc3)nc3c2CCC3)CC1)N1CC[C@H](O)C1	-7.6
O=C(NCc1ccco1)c1ccc2c(c1)N(Cc1c(F)cccc1Cl)C(=O)c1ccccc1S2	-9.0
O=C(OCC1CCCO1)c1ccc2c(c1)N(Cc1cccc(F)c1)C(=O)c1ccccc1S2(=O)=O (stereo not given)	7.5
OCCNc1cc2nccnc2cc1F	-6.0
COc1cc(-c2cc(-c3ccccc3)nc(SCC(=O)Nc3nccs3)c2C#N)cc(OC)c1OC	-10.2
CC1(C)CC(=O)c2cc(C(=O)O)c(=O)[nH]c2C1	5.1
O=C(NCc1cccc(Cl)c1)C1CCCN(C2CCN(C(=O)C3CC3)CC2)C1 (stereo not given)	-4.0
O=C(Nc1ccc(F)cc1)c1cccn1-c1nnc(N2CCCCC2)s1	1.3
COc1cccc(NC(=O)Cn2c(=O)n(CCc3ccccc3)c(=O)c3c4c(sc32)CN(C(C)=O)CC4)c1	6.3
CCOC(=O)c1c(C)n(C)c2ccc(OCC(O)CNc3cccc(C)c3C)cc12 (stereo not given)	3.1
O=C(CSc1nc2c([nH]c3ccccc32)c(=O)n1-c1ccc(Cl)cc1)N1CCc2ccccc21	1.7
COc1ccc(OCC(=O)N2CCOCC2)cc1	2.2
Cc1cccc(Oc2nc3c(C)cccn3c(=O)c2/C=C(\C#N)c2nc3ccccc3s2)c1	3.6
CCOc1ccc(NS(=O)(=O)c2ccc3c(c2)C(=O)C(C(=O)NCc2ccco2)C=N3)cc1 (stereo not given)	-8.7
CCCSc1ncc(Cl)c(C(=O)Nc2sc3c(c2C(=O)NCCOC)CCCC3)n1	-8.9
N#CC(C(=N)N1CCNCC1)[N+](=O)[O-] (stereo not given)	6.9
O=C(NCCCN1CCN(c2ccccc2)CC1)c1nnc(Cc2c(F)cccc2Cl)o1	-7.3

Shown with each value named: part of the list above.
COc1ccc(OCC(=O)N2CCOCC2)cc1
  RBX1-CUL1 inh = 2.2
O=C(c1ccc(Br)o1)N1CCN(Cc2cccc(F)c2)CC1
  RBX1-CUL1 inh = 7.5
O=C(N/N=C\c1ccccc1)c1ccc(Oc2cc([N+](=O)[O-])cc([N+](=O)[O-])c2)cc1
  RBX1-CUL1 inh = -4.1

The list goes on.
SMILES	RBX1-CUL1 inh
CCc1nccn1S(=O)(=O)c1ccc(Cl)c(Cl)c1OC	18.5
Cc1ccc(S(=O)(=O)Nc2ccccc2OCCCOc2ccccc2NS(=O)(=O)c2ccc(C)cc2)cc1	0.7
Cc1cccc(N=C(N)N=C2N=C(CSc3ccc(Cl)cc3)CC(=O)N2)c1	10.9
Cc1ccc2ncc(C(=O)NC(C)c3ccccc3)c(=O)n2c1 (stereo not given)	-13.7
CCCNC(=O)Cn1ncc2c3ccccc3n(CCC)c2c1=O	-1.7
Cc1ccc(C=Nc2cccnc2N)cc1	-3.0
CN1C(=O)/C(=C\C(=O)c2ccc(Br)cc2)c2ccccc21	3.3
Cc1nn(CC(=O)Nc2cccnc2)c(C)c1Br	4.6
Cc1occc1C(=O)Nc1cccc(-c2nc(CNC(=O)CC3CCCCC3)c(C)o2)c1	-0.6
CC(O)C12C3C4C5C1C2C(Br)(C43)C51OCCO1 (stereo not given)	0.2
COc1nc(C)c2cc(C)oc2n1	8.7
CC(C)NC(=O)Cn1c(=O)nc(-c2ccccc2F)c2cc(Cl)ccc21	5.5
C=CCC(=O)N1CCCC(C(=O)c2cc(C)c(OC)c(C)c2)C1 (stereo not given)	0.6
CCOC(=O)c1nc2c(N)nc(SC)nc2[nH]c1=O	-4.8
Cc1ccc(-n2ccnc(NCCc3ccccc3)c2=O)cc1C	-1.0
Cc1ccc(OCC(=O)NCC2(N3CCOCC3)CCCCC2)cc1C	-2.4
COc1ccc(C2CC(=O)Nc3c2c(C)nn3-c2nc(C)cc(C)n2)c(OC)c1OC (stereo not given)	-6.0
CCOc1ccccc1NS(C)(=O)=O	10.6
COc1cc(C2CC(=O)C3=C(C2)Nc2ccccc2N=C3)cc(OC)c1OC (stereo not given)	17.5
Cc1ccc(COCC(O)CN2CCN(C)CC2)cc1 (stereo not given)	-4.6
O=C(Nc1ccncc1)C1COc2ccccc2O1 (stereo not given)	13.9
O=C(c1cc2c(=O)n3ccccc3nc2n1Cc1ccccc1)N1CCCCC1	5.0
COc1ccc(C(=O)c2c(N)c(C(=O)Nc3cccc(OC)c3)c3ccccn23)cc1	-6.5
COc1cc(C(CC(=O)Nc2ncccc2C)N2Cc3ccccc3C2=O)cc(OC)c1OC (stereo not given)	-11.9
CCCCCCCC(=O)Nc1scc(-c2ccc(F)cc2)c1C(=O)OC	2.4
Continuation:
SMILES	RBX1-CUL1 inh
CCS(=O)(=O)c1ncc(CN2CCCCCC2)n1CCOC	2.8
CCOCCOC(=O)C1=C(C)N(C)C(=O)NC1c1cc(Br)c(O)c(OC)c1 (stereo not given)	5.2
COc1ccc(N2CCN(CCCNC(=O)Nc3ccccc3)CC2)cc1	1.3
CCCCN(CC)CCNC(=O)CN1C(=O)COc2ccc(S(=O)(=O)N3CCCC3)cc21	2.9
C#CCOc1ccc(/C=c2\sc3n(c2=O)C(c2cccc(OC)c2)C(C(=O)OCC)=C(c2ccccc2)N=3)cc1 (stereo not given)	-2.2
Cc1cc(F)ccc1NC(=O)CSc1nc(-c2ccc3c(c2)OCO3)ccc1C#N	3.3
CC(=O)N1CCC(N(C)CC2CCCN(CCc3ccccc3C)C2)CC1 (stereo not given)	1.1
COc1ccc(N2CCN(C(=O)N3CCCCCC3)CC2)cc1	1.5
CCC(C)NC(=O)c1ccc(OC)c(Br)c1 (stereo not given)	2.8
COC(=O)c1c(NC(=O)COc2ccc(Cl)cc2Cl)sc2c1C(C(=O)OC)CC2 (stereo not given)	-4.5
Cc1cc(C(=O)N(CC2CCN(Cc3ccccc3C)CC2)CC2CCCO2)no1 (stereo not given)	-3.2
CCOc1ccc2nc(N3CCC(C(=O)Nc4cc(C)ccc4C)CC3)sc2c1	3.1
Cc1ccc(S(=O)(=O)N2c3ccc(C(=O)N4CCOCC4)cc3CC2C)cc1 (stereo not given)	-3.7
CCN1CCN(c2c(Cl)cccc2NC(=O)c2ccccc2F)CC1	5.6
Cc1ccccc1Cn1c(NCC2CCCO2)nc2c1c(=O)n(C)c(=O)n2C (stereo not given)	2.4
CSc1nc(-c2ccccc2)nc(-c2ccccc2OC(C)=O)n1	-7.6
COc1cc(-c2nnn(CC(=O)NCc3ccccc3)n2)cc(OC)c1OC	-7.0
COc1ccc(C)cc1NC(=O)CSc1ncc2c(n1)-c1ccc(Cl)cc1N(Cc1ccccc1)S2(=O)=O	4.5
Cc1cccc(Nc2nc(N)nc(N)c2S(=O)(=O)c2ccccc2)c1	4.4
CC(C)CN(CCNC(=O)c1cn(C)c2ccc(S(=O)(=O)N3CCCC3)cc2c1=O)CC(C)C	6.4
CCN1CCN(c2ncc3c(n2)CCN(Cc2cc(F)cc(F)c2)C3)CC1	-1.5
Cc1ccc(-n2nnnc2/C=C/N2CCN(c3cccc(Cl)c3)CC2)cc1	-2.9

Two entries picked at random from those above:
SMILES	RBX1-CUL1 inh
COc1ccc(N2CCN(C(=O)N3CCCCCC3)CC2)cc1	1.5
COc1ccc(C)cc1NC(=O)CSc1ncc2c(n1)-c1ccc(Cl)cc1N(Cc1ccccc1)S2(=O)=O	4.5

Screens from PubChem.

The list is partial; rates above refer to the full screens.
